NSD2 inh = blocks human NSD2 histone methyltransferase activity; NSD2-SET H3K36me1 DELFIA fluorescence, biochemical; inhibition, % at 12.5 µM; 0.07% of 44,000 active; in the data active = inhibition above about 54%, passing the limit was not always enough; inconclusive = no clear call, values can overlap the other calls;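 note: inhibitors reduce the monomethyl H3K36 fluorescence signal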
Target sequence (O96028 whole entry, looked up): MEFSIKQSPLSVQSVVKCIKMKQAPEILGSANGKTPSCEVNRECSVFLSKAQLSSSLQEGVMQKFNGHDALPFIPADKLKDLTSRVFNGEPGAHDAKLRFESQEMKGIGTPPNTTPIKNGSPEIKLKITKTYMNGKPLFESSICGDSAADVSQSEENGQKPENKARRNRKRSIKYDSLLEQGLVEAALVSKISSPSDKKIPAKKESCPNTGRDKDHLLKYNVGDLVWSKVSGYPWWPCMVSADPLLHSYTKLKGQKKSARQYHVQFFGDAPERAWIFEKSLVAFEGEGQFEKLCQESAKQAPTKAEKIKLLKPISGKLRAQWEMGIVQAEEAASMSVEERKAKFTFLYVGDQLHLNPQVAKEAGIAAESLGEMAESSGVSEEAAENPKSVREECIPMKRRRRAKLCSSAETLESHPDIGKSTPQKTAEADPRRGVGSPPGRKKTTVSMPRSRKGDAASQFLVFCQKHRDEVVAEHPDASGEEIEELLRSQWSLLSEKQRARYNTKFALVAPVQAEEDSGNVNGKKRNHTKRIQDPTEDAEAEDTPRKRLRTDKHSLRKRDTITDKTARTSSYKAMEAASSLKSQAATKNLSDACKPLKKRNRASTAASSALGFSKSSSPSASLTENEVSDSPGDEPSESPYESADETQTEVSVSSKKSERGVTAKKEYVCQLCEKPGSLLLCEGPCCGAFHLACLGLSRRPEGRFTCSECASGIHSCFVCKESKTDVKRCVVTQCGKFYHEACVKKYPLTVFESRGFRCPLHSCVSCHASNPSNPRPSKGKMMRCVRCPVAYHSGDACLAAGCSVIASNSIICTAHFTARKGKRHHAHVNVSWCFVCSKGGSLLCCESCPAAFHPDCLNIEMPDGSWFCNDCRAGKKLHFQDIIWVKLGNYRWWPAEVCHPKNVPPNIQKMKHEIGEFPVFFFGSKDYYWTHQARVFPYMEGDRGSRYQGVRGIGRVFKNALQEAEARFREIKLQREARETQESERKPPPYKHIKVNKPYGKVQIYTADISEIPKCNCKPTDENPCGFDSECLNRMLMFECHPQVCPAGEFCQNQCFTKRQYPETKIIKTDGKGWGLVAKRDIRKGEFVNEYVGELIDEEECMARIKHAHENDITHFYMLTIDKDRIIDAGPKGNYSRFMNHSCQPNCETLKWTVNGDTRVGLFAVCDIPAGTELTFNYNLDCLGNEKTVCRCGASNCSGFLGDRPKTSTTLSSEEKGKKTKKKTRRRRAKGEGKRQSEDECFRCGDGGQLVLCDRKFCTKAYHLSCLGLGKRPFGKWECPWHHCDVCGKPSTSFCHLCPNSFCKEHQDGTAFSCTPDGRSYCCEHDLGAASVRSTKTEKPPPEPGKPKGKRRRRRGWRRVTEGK
* = called active by the depositor. This is a subset, so the mix of outcomes need not match the whole.

What do the screens show for `C[C@@H]1CN([C@@H](C)CO)C(=O)c2cccc(NC(=O)Nc3ccc(C(F)(F)F)cc3)c2O[C@@H]1CN(C)Cc1ccccc1`?
NSD2 inh: -3.9

How did C[C@H]1CN([C@@H](C)CO)C(=O)c2cc(NS(=O)(=O)c3ccc(Cl)cc3)ccc2O[C@@H]1CN(C)S(=O)(=O)c1cccs1 do in these assays?
NSD2 inh: -0.9

Results for CC1(C)CC(=O)C=C(NCC2CCN(C(=S)Nc3ccccc3)CC2)C1 ?
NSD2 inh: 1.7

How did CCCC#Cc1cnc2c(c1)C(=O)N([C@H](C)CO)C[C@H](C)[C@H](CN(C)S(C)(=O)=O)O2 do in these assays?
NSD2 inh: -0.7

Results for Cc1ccc(S[C@]2(C(=O)NCC(F)(F)F)CC(=O)N(C3CCCCC3)[C@@H]2c2ccc(CO)cc2I)cc1 ?
NSD2 inh: -8.4

How did C[C@@H]1CN([C@H](C)CO)C(=O)c2cc(NS(=O)(=O)c3ccc(F)cc3)ccc2O[C@@H]1CN(C)S(=O)(=O)c1cccs1 do in these assays?
NSD2 inh: -7.8

Results for C[C@H](CO)N1C[C@H](C)[C@@H](CN(C)C(=O)Nc2ccc(F)cc2)Oc2ccc(NC(=O)Cc3ccccc3)cc2CC1=O ?
NSD2 inh: -1.0

What do the screens show for `C[C@@H]1CN([C@H](C)CO)C(=O)c2cccc(NS(C)(=O)=O)c2O[C@H]1CN(C)Cc1ccccc1`?
NSD2 inh: -0.1

How did C[C@H]1CN([C@@H](C)CO)S(=O)(=O)c2ccc(C#CCN(C)C)cc2O[C@H]1CN(C)C(=O)C1CCC1 do in these assays?
NSD2 inh: 2.2

What do the screens show for `CC(=O)N(C)C[C@@H]1Oc2cc(C#Cc3cccc(F)c3)ccc2S(=O)(=O)N([C@@H](C)CO)C[C@H]1C`?
NSD2 inh: -6.0

Results for C[C@H](CO)N1C[C@H](C)[C@H](CN(C)CC2CCCCC2)Oc2c(NS(=O)(=O)c3ccc(F)cc3)cccc2C1=O ?
NSD2 inh: -3.0

What do the screens show for `CC(C)NC(=O)N(C)C[C@H]1Oc2ccc(NC(=O)CCCCCC(=O)Nc3ccccc3N)cc2CC(=O)N([C@@H](C)CO)C[C@@H]1C`?
NSD2 inh: -0.6

What do the screens show for `Cc1ccc(S(=O)(=O)N(C)C[C@@H]2Oc3ncc(C#Cc4ccc(F)cc4)cc3C(=O)N([C@H](C)CO)C[C@@H]2C)cc1`?
NSD2 inh: -6.0

What do the screens show for `C[C@@H]1CN([C@@H](C)CO)C(=O)c2cc(NS(=O)(=O)c3cn(C)cn3)ccc2O[C@H]1CN(C)CC1CC1`?
NSD2 inh: 2.6

How did COc1ccc(CN(C)C[C@@H]2Oc3ccc(NS(=O)(=O)c4ccc(Cl)cc4)cc3CC(=O)N([C@H](C)CO)C[C@@H]2C)cc1 do in these assays?
NSD2 inh: -0.9

Arranged by length of the SMILES (smallest number first): some entries from above
Results for CC1(C)CC(=O)C=C(NCC2CCN(C(=S)Nc3ccccc3)CC2)C1 ?
NSD2 inh: 1.7

How did CCCC#Cc1cnc2c(c1)C(=O)N([C@H](C)CO)C[C@H](C)[C@H](CN(C)S(C)(=O)=O)O2 do in these assays?
NSD2 inh: -0.7

Results for Cc1ccc(S[C@]2(C(=O)NCC(F)(F)F)CC(=O)N(C3CCCCC3)[C@@H]2c2ccc(CO)cc2I)cc1 ?
NSD2 inh: -8.4

How did C[C@H]1CN([C@@H](C)CO)S(=O)(=O)c2ccc(C#CCN(C)C)cc2O[C@H]1CN(C)C(=O)C1CCC1 do in these assays?
NSD2 inh: 2.2

The listing continues:
How did Cc1noc(C)c1NC(=O)Nc1ccc2c(c1)CC(=O)N([C@@H](C)CO)C[C@@H](C)[C@H](CN(C)C(=O)NC1CCCCC1)O2 do in these assays?
NSD2 inh: -0.4

What do the screens show for `Cc1ccc2[nH]c(=O)c(-c3noc(C(C)(C)C)n3)cc2c1`?
NSD2 inh: -7.0

How did COc1ccc(N=C2SCC(c3ccc(C)cc3)=NN2CCO)cc1 do in these assays?
NSD2 inh: -8.0

What do the screens show for `CN1CCN(C(=O)C[C@@H]2C[C@H]3c4cc(NC(=O)Nc5ccc(F)cc5)ccc4O[C@H]3[C@H](CO)O2)CC1`?
NSD2 inh: -0.4

What do the screens show for `CCCC(=O)Nc1nc2c(ncn2C2O[C@H]3COP(=O)(O)O[C@@H]3[C@@H]2OC(=O)CCC)c(=O)[nH]1` (some centres undefined)?
NSD2 inh: -0.2

Results for COc1ccc(NC(=O)Nc2cccc3c2O[C@H](CN(C)S(=O)(=O)c2ccc(C)cc2)[C@@H](C)CN([C@H](C)CO)C3=O)cc1 ?
NSD2 inh: 19.8

Results for COc1ccccc1-c1ccc2c(c1)O[C@H](CN(C)C(=O)c1cccnc1)[C@@H](C)CN([C@H](C)CO)S2(=O)=O ?
NSD2 inh: -2.0

How did Cc1ccc(S(=O)(=O)N(C)C[C@@H]2OCCCC[C@@H](C)Oc3ccc(N(C)C)cc3C(=O)N([C@H](C)CO)C[C@H]2C)cc1 do in these assays?
NSD2 inh: -0.9

Results for C[C@H](CO)N1C[C@H](C)[C@@H](CN(C)Cc2ccc(C(=O)O)cc2)Oc2ccc(NC(=O)CCCN(C)C)cc2C1=O ?
NSD2 inh: inconclusive

What do the screens show for `C[C@H]1CN([C@@H](C)CO)C(=O)c2cc(-c3ccccc3F)cnc2O[C@@H]1CN(C)Cc1cccc(F)c1`?
NSD2 inh: -1.0

How did C[C@]12CC[C@@H]3c4ccc(O)cc4CC[C@H]3[C@@H]1C[C@@H](O)[C@@H]2O do in these assays?
NSD2 inh: -1.6

What do the screens show for `O=C(N/N=C/c1ccccc1[N+](=O)[O-])c1ccccc1O`?
NSD2 inh: -3.8

Results for Cc1cc(C(=O)Nc2cccc3c2O[C@@H](CN(C)Cc2ccncc2)[C@H](C)CN([C@H](C)CO)C3=O)n(C)n1 ?
NSD2 inh: 1.0

How did Cc1noc(C)c1S(=O)(=O)N(C)C[C@H]1Oc2c(NS(=O)(=O)c3cn(C)cn3)cccc2C(=O)N([C@H](C)CO)C[C@@H]1C do in these assays?
NSD2 inh: 1.2

What do the screens show for `CC1CCCC[C@H]2C(=O)C=C[C@H](O)[C@@H]2CC(=O)O1` (some centres undefined)?
NSD2 inh: -2.7

4 successive entries already listed, quoted:
What do the screens show for `C[C@@H]1CN([C@@H](C)CO)C(=O)c2cccc(NC(=O)Nc3ccc(C(F)(F)F)cc3)c2O[C@@H]1CN(C)Cc1ccccc1`?
NSD2 inh: -3.9

How did C[C@H]1CN([C@@H](C)CO)C(=O)c2cc(NS(=O)(=O)c3ccc(Cl)cc3)ccc2O[C@@H]1CN(C)S(=O)(=O)c1cccs1 do in these assays?
NSD2 inh: -0.9

Results for CC1(C)CC(=O)C=C(NCC2CCN(C(=S)Nc3ccccc3)CC2)C1 ?
NSD2 inh: 1.7

How did CCCC#Cc1cnc2c(c1)C(=O)N([C@H](C)CO)C[C@H](C)[C@H](CN(C)S(C)(=O)=O)O2 do in these assays?
NSD2 inh: -0.7

Carrying on.
Results for Cc1ccc(S(=O)(=O)N(C)C[C@H]2Oc3c(NC(=O)Nc4ccc5c(c4)OCO5)cccc3C(=O)N([C@H](C)CO)C[C@H]2C)cc1 ?
NSD2 inh: 1.5

What do the screens show for `COc1ccc(NC(=O)N(C)C[C@@H]2OCCCC[C@H](C)Oc3ccc(NC(=O)Nc4cccc5ccccc45)cc3C(=O)N([C@@H](C)CO)C[C@H]2C)cc1`?
NSD2 inh: -1.1

How did CN(C)C(=O)C[C@H]1C[C@@H]2c3cc(NC(=O)Nc4ccccc4F)ccc3O[C@@H]2[C@@H](CO)O1 do in these assays?
NSD2 inh: 0.0

What do the screens show for `COc1ccccc1/C=C/C(=O)N1CCCC(c2ccccc2)C1` (centres undefined)?
NSD2 inh: 5.1

Results for COc1ccc(S(=O)(=O)N(C)C[C@H]2Oc3ccc(NS(=O)(=O)c4ccc(C)cc4)cc3CC(=O)N([C@H](C)CO)C[C@H]2C)cc1 ?
NSD2 inh: -4.5

Results for C[C@@H]1CN([C@@H](C)CO)S(=O)(=O)c2ccc(Br)cc2O[C@H]1CN(C)CC1CCCC1 ?
NSD2 inh: 1.2

What do the screens show for `Cc1ccc(S(=O)(=O)Nc2cccc3c2O[C@H](CN(C)Cc2ccc(Cl)c(Cl)c2)[C@@H](C)CN([C@H](C)CO)C3=O)cc1`?
NSD2 inh: -5.7

How did COc1ccccc1S(=O)(=O)N[C@H]1C=C[C@H](CC(=O)N2CCOCC2)O[C@H]1CO do in these assays?
NSD2 inh: 2.3

How did CCCCc1nc2ccn(CC(=O)N(C)C)c(=O)c2n1Cc1ccc(-c2ccccc2-c2nn[nH]n2)cc1 do in these assays?
NSD2 inh: -0.6

What do the screens show for `C[C@@H]1CN([C@H](C)CO)C(=O)c2cc(NC(=O)C3CCCCC3)ccc2O[C@@H](C)CCCCO[C@@H]1CN(C)Cc1ccncc1`?
NSD2 inh: -11.6

How did COc1ccc(S(=O)(=O)N(C)C[C@H]2Oc3c(NC(=O)Nc4cccc5ccccc45)cccc3C(=O)N([C@@H](C)CO)C[C@@H]2C)cc1 do in these assays?
NSD2 inh: -6.1

Results for CNC[C@H]1Oc2ccc(N)cc2C(=O)N([C@H](C)CO)C[C@@H]1C ?
NSD2 inh: -1.5

How did Cc1noc(C)c1NC(=O)Nc1ccc2c(c1)CC(=O)N([C@@H](C)CO)C[C@H](C)[C@H](CN(C)Cc1ccc(C(=O)O)cc1)O2 do in these assays?
NSD2 inh: 31.7

What do the screens show for `C[C@@H]1CCCCO[C@@H](CN(C)S(C)(=O)=O)[C@@H](C)CN([C@H](C)CO)C(=O)c2cc(NC(=O)Nc3cccc4ccccc34)ccc2O1`?
NSD2 inh: -0.1

What do the screens show for `C[C@@H]1CN([C@@H](C)CO)C(=O)CCCn2nncc2CO[C@@H]1CN(C)Cc1ccc(O)cc1`?
NSD2 inh: 1.1

What do the screens show for `CC(C)NC(=O)Nc1cccc2c1O[C@@H](CN(C)Cc1ccc(Cl)c(Cl)c1)[C@@H](C)CN([C@H](C)CO)C2=O`?
NSD2 inh: 2.7

What do the screens show for `Cc1ccc(S(=O)(=O)N(C)C[C@H]2Oc3c(NC(=O)Nc4ccc(F)cc4)cccc3C(=O)N([C@@H](C)CO)C[C@@H]2C)cc1`?
NSD2 inh: -2.7

What do the screens show for `COc1ccc(C2CC(=O)Oc3ccc(C(C)(C)C)cc32)cc1` (centres undefined)?
NSD2 inh: 1.1

Results for C[C@@H]1CN([C@H](C)CO)S(=O)(=O)c2ccc(-c3ccncc3)cc2O[C@H]1CN(C)C(=O)CN(C)C ?
NSD2 inh: -3.7

How did C[C@H](CO)N1C[C@H](C)[C@H](CN(C)C(=O)C2CCCCC2)Oc2cc(C3=CCCC3)ccc2S1(=O)=O do in these assays?
NSD2 inh: -7.4

What do the screens show for `C[C@H](CO)N1C[C@H](C)[C@@H](CN(C)C(=O)Nc2ccc(F)cc2)Oc2ccc(NC(=O)Cc3cn(C)c4ccccc34)cc2C1=O`?
NSD2 inh: 0.5

What do the screens show for `COc1ccc(CN(C)C[C@@H]2Oc3ccc(NC(=O)CCN4CCOCC4)cc3C(=O)N([C@H](C)CO)C[C@@H]2C)cc1`?
NSD2 inh: -2.5

What do the screens show for `C[C@@H]1CN([C@H](C)CO)C(=O)c2cccc(NC(=O)Nc3ccc(C(F)(F)F)cc3)c2O[C@@H]1CN(C)C(=O)Nc1ccc2c(c1)OCO2`?
NSD2 inh: -4.3

Results for O=C(OC[C@@H]1[C@H]2c3ccccc3OC1(CO)N=C1SCCCN12)c1ccccc1 ?
NSD2 inh: 0.9

Results for COc1ccc(NC(=O)N(C)C[C@@H]2Oc3c(NS(=O)(=O)c4ccccc4)cccc3C(=O)N([C@H](C)CO)C[C@@H]2C)cc1 ?
NSD2 inh: -0.3

Results for COC(=O)CCCCCCC(=O)N/N=C/c1ccc(OCCCN(C)C)cc1 ?
NSD2 inh: 1.6

Results for C[C@H]1CN([C@@H](C)CO)C(=O)c2cc(C#CCN(C)C)cnc2O[C@@H]1CN(C)C(=O)Cc1cccnc1 ?
NSD2 inh: 7.9

What do the screens show for `Cc1ccc(S(=O)(=O)N(C)C[C@@H]2OCCCC[C@@H](C)Oc3ccc(N(C)C)cc3C(=O)N([C@H](C)CO)C[C@@H]2C)cc1`?
NSD2 inh: 3.8

What do the screens show for `CC(C)NC(=O)N(C)C[C@@H]1OCCCC[C@@H](C)Oc2ccc(NC(=O)Nc3ccc(C(F)(F)F)cc3)cc2C(=O)N([C@H](C)CO)C[C@@H]1C`?
NSD2 inh: -3.1

What do the screens show for `COc1cc2c(c(OC)c1OC)-c1cc3c(cc1C[C@H]1C(=O)OC[C@@H]1C2)OCO3`?
NSD2 inh: -8.8

Results for C/C=C/c1cnc2c(c1)C(=O)N([C@H](C)CO)C[C@@H](C)[C@H](CN(C)C(=O)Nc1ccc(F)cc1)O2 ?
NSD2 inh: -1.1

What do the screens show for `C[C@H]1CN([C@@H](C)CO)C(=O)c2cc(-c3cccc(F)c3)cnc2O[C@H]1CN(C)Cc1ccccc1`?
NSD2 inh: 3.9

What do the screens show for `O=c1[nH]c2cc(Cl)ccc2c(O)c1-c1cccc(Oc2ccccc2)c1`?
NSD2 inh: -5.1

Results for C[C@H](CO)N1C[C@H](C)[C@@H](CN(C)Cc2ccc(F)cc2)Oc2cc(C#CCN(C)C)ccc2S1(=O)=O ?
NSD2 inh: 23.0

What do the screens show for `C[C@@H]1CN([C@H](C)CO)C(=O)c2cc(NC(=O)Cc3ccccc3)ccc2O[C@@H](C)CCCCO[C@H]1CN(C)Cc1ccncc1`?
NSD2 inh: 3.1

Results for C[C@@H]1CN([C@H](C)CO)C(=O)c2cccc(NS(=O)(=O)c3ccc(F)cc3)c2O[C@H]1CN(C)S(=O)(=O)c1ccc(F)cc1 ?
NSD2 inh: -1.0

How did C[C@@H](O)C#Cc1ccc2c(c1)O[C@H](CN(C)C(=O)c1ccncc1)[C@@H](C)CN([C@@H](C)CO)S2(=O)=O do in these assays?
NSD2 inh: -1.4

How did C[C@H]1CN([C@@H](C)CO)C(=O)c2cc(N(C)C)ccc2O[C@H]1CN(C)S(=O)(=O)c1cn(C)cn1 do in these assays?
NSD2 inh: 17.5

Results for C[C@@H]1CCCCO[C@@H](CN(C)S(C)(=O)=O)[C@H](C)CN([C@H](C)CO)C(=O)c2cc(N(C)C)ccc2O1 ?
NSD2 inh: 1.3

Bioassay records: PubChem BioAssay, Broad Institute
